LDHA inh: inhibitors of human lactate dehydrogenase A; activity change, % (values are at about 110 or 230 µM); actives 0.15% (n = 480,000); P00338; purified LDHA, NADH/diaphorase-resazurin fluorescence; hits give low values; in the data active = activity change below about -30%;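 also: plate controls were DMSO wells for no effect and wells without enzyme for full effect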
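Enzyme activity of human lactate dehydrogenase 5 (2 nM; 0.06 mM NADH, 0.2 mM pyruvate, 5 min, RT) is measured via a resazurin/diaphorase fluorescence readout of residual NADH.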
An asterisk follows results filed as active.

[1] CN(C)C(=S)SCC#N
  LDHA inh: 2.6
[2] Fc1ccccc1C1NCc2ccccc2-n2cccc21 (stereo unspecified)
  LDHA inh: -3.9
[3] CCn1c(C)c(C(=O)NCc2cccnc2)c2cc(OC)ccc21
  LDHA inh: -5.3
[4] Cc1noc(C(C)N2CCN(C(=O)Cc3ccccc3)CC2)n1 (stereo unspecified)
  LDHA inh: 10.5
[5] CC(C)N1C(=O)NC(=O)C2(Cc3c(ccc4ccccc34)N(C)C2)C1=O (stereo unspecified)
  LDHA inh: 66.3
[6] CCCc1c(C)nc(N2CCN(CC)CC2)[nH]c1=O
  LDHA inh: -1.1
[7] Cc1ccc2[nH]c(C)c(CCN)c2c1
  LDHA inh: 15.7
[8] Cc1ccc(C(=O)Nc2cccc3cnccc23)cc1S(=O)(=O)N1CCCCC1
  LDHA inh: 69.6
[9] CCCn1c(C)c(C(=O)NCC2CC2)c2cc(OC)ccc21
  LDHA inh: -3.2
[10] COc1ccccc1CNCCc1ccccc1
  LDHA inh: -6.4

[11] Cc1ccc(C(=O)C(C)(C)NO)cc1
  LDHA inh: -10.2
[12] O=C(OC1CCOC1=O)c1cccs1 (stereo unspecified)
  LDHA inh: 2.9
[13] ON1C2CCCCC2N(O)C1c1ccco1 (stereo unspecified)
  LDHA inh: 2.2
[14] NCCc1ccc2c(c1)OCCO2
  LDHA inh: 4.9
[15] O=C(CSC1c2ccccc2Oc2ccccc21)Nc1cccc(C(=O)O)c1
  LDHA inh: 17.8
[16] CC12CC[C@H]3[C@@H](CCC4(O)CC(O[N+](=O)[O-])CCC34CO[N+](=O)[O-])C1(O)CCC2C1=CC(=O)OC1 (stereo partly specified)
  LDHA inh: 0.4
[17] CCCNC1CCc2ccccc2C1 (stereo unspecified)
  LDHA inh: 14.9
[18] COc1cc(/C=C(/C)[N+](=O)[O-])cc(OC)c1OC
  LDHA inh: 3.0
[19] NC[C@@H]1CCCN2CCCC[C@H]12
  LDHA inh: -2.3
[20] COc1ccc(OC)c(C2SCC(=O)Nc3c2c(C)nn3-c2ccccc2)c1 (stereo unspecified)
  LDHA inh: 2.0

Compounds listed so far that have four or more nitrogen atoms:
[4] Cc1noc(C(C)N2CCN(C(=O)Cc3ccccc3)CC2)n1 (stereo unspecified)
  LDHA inh: 10.5
[6] CCCc1c(C)nc(N2CCN(CC)CC2)[nH]c1=O
  LDHA inh: -1.1

The listing continues.
[21] CC1CCCC(=O)CCCCCc2cc(O)cc(O)c2C(=O)O1 (stereo unspecified)
  LDHA inh: 11.8
[22] COc1ccc(C2SCC(=O)Nc3c2c(C)nn3C)cc1 (stereo unspecified)
  LDHA inh: -0.7
[23] COc1ccc(CNCCc2ccc(F)cc2)cc1
  LDHA inh: -0.4
[24] CC(C)C[C@@H]1COc2cc(N3CCN(C)CC3)ccc2S(=O)(=O)N1
  LDHA inh: 0.6
[25] O=C(c1ccccc1)N1CCN(C/C=C/c2ccccc2)CC1
  LDHA inh: -0.2
[26] CSC(C)C(=O)NC(C)Cc1ccc(Br)cc1 (stereo unspecified)
  LDHA inh: -1.1
[27] Cn1cc(C(=O)NCC(=O)NC(C)(C)C)c2ccccc21
  LDHA inh: -17.8
[28] CCCCn1c(C)c(C(=O)OCC)c2cc(OC)ccc21
  LDHA inh: 1.7
[29] C=CCN1CCN(C(=O)Cc2ccccc2)CC1
  LDHA inh: 5.3
[30] N#Cc1ccc(NC(=O)Cc2ccc3c(c2)CCC3)cc1Cl
  LDHA inh: 15.8

Compounds shown so far that contain an NH in an aromatic ring (2):
[6] CCCc1c(C)nc(N2CCN(CC)CC2)[nH]c1=O
  LDHA inh: -1.1
[7] Cc1ccc2[nH]c(C)c(CCN)c2c1
  LDHA inh: 15.7

(list continues)
[31] CC(Cc1ccc(Cl)cc1)NC(=O)CCCNC(=O)C1CC1 (stereo unspecified)
  LDHA inh: 2.0
[32] COc1cccc(C2SCC(=O)Nc3[nH]ncc32)c1 (stereo unspecified)
  LDHA inh: -2.6
[33] CCOC(=O)[C@]12Cc3ccc4ccccc4c3[C@H]1N(Cc1ccccc1)C(=O)c1ccccc12
  LDHA inh: 1.2
[34] c1cncc(CN2CCNCC2)c1
  LDHA inh: 6.6
[35] C#CCCN1CCN(C(=O)Cc2nn(C)c(=O)c3ccccc23)CC1
  LDHA inh: -1.8
[36] Cc1cc(O)c2c(C)c(CC(=O)N3CCN(Cc4ccccc4)CC3)c(=O)oc2c1
  LDHA inh: -0.4
[37] CC(C)OC(=O)C1C2c3ccccc3C(c3ccccc32)C1C(=O)OC(C)C (stereo unspecified)
  LDHA inh: 13.0
[38] CCOc1ccc(CNCCc2ccccc2)cc1
  LDHA inh: 4.7
[39] Cc1cc2ccccc2n1CC(=O)NCC1(CC(=O)O)CCCCC1
  LDHA inh: -11.2
[40] COc1ccccc1C1=NCC(=O)N(CC(=O)Nc2ccccc2)c2sc3c(c21)CCCC3
  LDHA inh: 4.2

[41] C[N+](C)(C)CC1CCCCC1=O (stereo unspecified)
  LDHA inh: -9.5
[42] CC1CCN(CC(=O)Nc2ccc(C#N)c(Cl)c2)CC1
  LDHA inh: -18.8
[43] c1cc2c(s1)C1CCCCC1OC21CN2CCC1CC2 (stereo unspecified)
  LDHA inh: 4.0
[44] CN(C)CCOC(=O)Cc1ccccc1
  LDHA inh: 5.5
[45] CN1CCN(c2ccc(C#N)cn2)CC1
  LDHA inh: 4.4
[46] CC1CCC(NC(=O)c2cn(C)c3ccccc23)CC1 (stereo unspecified)
  LDHA inh: 1.9
[47] N#Cc1ccc(NC(=O)CCC2CCCC2)cc1Cl
  LDHA inh: -0.6
[48] Cc1[nH]c2ccc(C34CC5CC(CC(C5)C3)C4)cc2c1CCN
  LDHA inh: 7.3
[49] Cc1cccc(-n2c(/C=C/c3ccco3)nc3ccccc3c2=O)c1
  LDHA inh: 6.4
[50] CCn1cc(C(=O)OC(C)C(=O)NC(=O)NC(C)(C)C)c2ccccc21 (stereo unspecified)
  LDHA inh: 3.0

[51] CC12CCC(=O)C=C1CCC1C2CCC2(C)C1CC[C@]2(C)O (stereo partly specified)
  LDHA inh: -10.7
[52] Cc1[nH]nc2c1C(c1ccccc1)SCC(=O)N2 (stereo unspecified)
  LDHA inh: 2.9
[53] CC1c2cccn2-c2ccccc2CN1C(=O)Nc1ccc(Br)cc1 (stereo unspecified)
  LDHA inh: -1.9
[54] CCn1cc(C(=O)NC2CCC(C)CC2)c2ccccc21 (stereo unspecified)
  LDHA inh: 15.7
[55] CC[C@@H]1c2ccccc2[C@@H]2CC[C@H]1N2c1ccccc1
  LDHA inh: 0.7
[56] COc1ccc(CN2CCN(C(=O)COc3ccc4ccccc4c3)CC2)cc1
  LDHA inh: -2.3
[57] O=C(CN1CCN(C(=O)Cc2c[nH]c3ccccc23)CC1)NC1CC1
  LDHA inh: 10.2
[58] Cc1ccc2[nH]c(C)c(C(O)CN3CCC(C)CC3)c2c1 (stereo unspecified)
  LDHA inh: 5.5
[59] Cc1ccc2c(c1)Sc1ccc(C)cc1S2
  LDHA inh: -7.8
[60] S=P(c1ccccc1)(c1ccccc1)c1c(-c2ccccc2)[nH]c2ccccc12
  LDHA inh: -7.7

[61] O=C(Cc1c[nH]c2ccccc12)N1CCN(Cc2ccccc2)CC1
  LDHA inh: -8.5
[62] CSc1nc(N)c2c(n1)OC(N)=C(C#N)C2c1cc(Br)ccc1F (stereo unspecified)
  LDHA inh: -6.4
[63] CC(C)C[C@@H]1COc2cccc(N3CCN(C)CC3)c2S(=O)(=O)N1
  LDHA inh: -5.2
[64] CC(C)(C)c1cc2c(c(C(C)(C)C)c1)Oc1cc(C#N)c(C#N)cc1O2
  LDHA inh: -6.5
[65] CCCN1C(=O)NC(=O)C2(Cc3c(ccc4ccccc34)N(C)C2)C1=O (stereo unspecified)
  LDHA inh: 33.8
[66] CCC1CCCCN1C(=O)CCl (stereo unspecified)
  LDHA inh: 3.3
[67] CN1CC2(Cc3c1ccc1ccccc31)C(=O)NC(=O)N(C(C)(C)C)C2=O (stereo unspecified)
  LDHA inh: -16.7
[68] C[C@H]1CCC[C@@H](O)CCCCCc2cc(O)cc(O)c2C(=O)O1
  LDHA inh: 2.6
[69] O=C(Nc1ccccc1)c1cn(Cc2ccccc2)nn1
  LDHA inh: -2.1
[70] COc1ccc(CNCCc2c(C)[nH]c3ccc(OC)cc23)c(F)c1
  LDHA inh: -0.8

Entries from the list above that contain bromine (3):
[26] CSC(C)C(=O)NC(C)Cc1ccc(Br)cc1 (stereo unspecified)
  LDHA inh: -1.1
[53] CC1c2cccn2-c2ccccc2CN1C(=O)Nc1ccc(Br)cc1 (stereo unspecified)
  LDHA inh: -1.9
[62] CSc1nc(N)c2c(n1)OC(N)=C(C#N)C2c1cc(Br)ccc1F (stereo unspecified)
  LDHA inh: -6.4

More records:
[71] COc1cccc(-c2cc(C(F)F)n3ncc(C#N)c3n2)c1
  LDHA inh: 10.2
[72] N#C/C(=C\c1ccc(Cl)cc1)C(=O)Nc1ccc(Cl)cc1C(=O)c1ccccc1
  LDHA inh: -4.9
[73] Cc1nn(C)cc1C1SCC(=O)Nc2c1c(C)nn2-c1ccccc1 (stereo unspecified)
  LDHA inh: -2.4
[74] C=CCOc1ccc(CNCCc2ccc(OC)cc2)cc1
  LDHA inh: 6.4
[75] CC(=O)NCC(N)C(=O)c1ccc(Cl)c(Cl)c1 (stereo unspecified)
  LDHA inh: 1.4
[76] Cc1ccc(N2C(=O)NC(=O)C3(Cc4cc(C)ccc4N(C)C3)C2=O)c(C)c1 (stereo unspecified)
  LDHA inh: 25.4
[77] COc1ccc(CNCCc2c[nH]c3ccc(OC)cc23)cc1
  LDHA inh: 11.2
[78] Fc1ccc(CCNCc2ccco2)cc1
  LDHA inh: 17.0
[79] CC1OC(OC2C(O)CC(OC3C(O)CC(OC4CCC5(C)C(CC[C@@H]6[C@@H]5CCC5(C)C(C7=CC(=O)OC7)CCC65O)C4)OC3C)OC2C)CC(O)C1O (stereo partly specified)
  LDHA inh: -0.5
[80] CCOC(=O)[C@]12Cc3ccccc3[C@H]1N(C(C)C)C(=O)c1cc(OC)ccc12
  LDHA inh: 1.4

[81] CN1CC2(c3ccccc3)CN(C)CC(c3ccccc3)(C1)C2=O
  LDHA inh: 69.3
[82] N#CC1=C(N)Oc2nc(SCc3ccccc3Cl)nc(N)c2C1c1ccc(F)cc1 (stereo unspecified)
  LDHA inh: 8.2
[83] CNC(=O)NC(=O)C(C)Cl (stereo unspecified)
  LDHA inh: 1.1
[84] CCC(=O)OC1CCC2C3CCC4CC(=O)CCC4(C)C3CCC12C (stereo unspecified)
  LDHA inh: 4.3
[85] CCn1cc(C(=O)Cn2cnc3ccccc32)c2ccccc21
  LDHA inh: -0.5
[86] NCCCc1c[nH]c2ccccc12
  LDHA inh: 4.1
[87] CCN1CCN(C(=O)COc2ccc3c(=O)c(-c4ccc(OC)cc4)c(C)oc3c2)CC1
  LDHA inh: -4.7
[88] COc1ccc(C2SCC(=O)Nc3[nH]ncc32)cc1OC1CCCC1 (stereo unspecified)
  LDHA inh: -3.9
[89] O=C(Nc1cccc2c1CCCC2)N1CCC2(CC1)OCCO2
  LDHA inh: 18.0
[90] Cc1cc(C(=O)C(C)(C)NO)ccc1Cl
  LDHA inh: -5.7

Shown tab-delimited: entries from further up.
no.	SMILES	LDHA inh
86	NCCCc1c[nH]c2ccccc12	4.1
87	CCN1CCN(C(=O)COc2ccc3c(=O)c(-c4ccc(OC)cc4)c(C)oc3c2)CC1	-4.7

Next section
[91] COc1cccc2cc(-c3ccc(OCC(=O)N4CCN(C)CC4)cc3)c(=O)oc12
  LDHA inh: 5.3
[92] Cc1nn(-c2ccc(F)cc2)c2c1C(c1cccnc1)SCC(=O)N2 (stereo unspecified)
  LDHA inh: 10.9
[93] COc1ccc(CCNCc2cccc(Br)c2)cc1
  LDHA inh: -1.4
[94] Fc1ccc(-c2ccc(CNC3CN4CCC3CC4)o2)cc1Cl (stereo unspecified)
  LDHA inh: -12.6
[95] COc1cc(-c2c(C#N)c(N)nc3c2c(=O)nc2sccn23)ccc1OCc1cccc(C)c1
  LDHA inh: 2.5
[96] COc1cc(C)cc2oc(=O)c(CC(=O)N3CCN(CCc4ccccn4)CC3)c(C)c12
  LDHA inh: 1.6
[97] NCCc1cccc(N)n1
  LDHA inh: 4.5
[98] COC(=O)c1ccc(C2SCC(=O)Nc3n[nH]c(C)c32)cc1 (stereo unspecified)
  LDHA inh: -0.3

Source: PubChem (National Center for Advancing Translational Sciences (NCATS))

Not all compounds are listed, so the mix of outcomes need not match the whole.
